PfHsp90 yeast 2 = growth inhibition of yeast expressing Plasmodium Hsp90. S. cerevisiae expressing PfHsp90, BacTiter-Glo ATP, 48 h; yeast lacking PDR1 and PDR3 efflux regulators. inhibition, % at 9.4 µM. 310,000 compounds, 0.32% hits. AID 504621;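 active = every replicate shows inhibition above about 80%, whatever the replicate mean, limit read from the data; inconclusive = mean inhibition reaches the set limit but some replicate falls short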;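 note: 0% = DMSO neutral controls and 100% = 20 µM radicicol positive controls; yeast relying on Plasmodium falciparum Hsp90 in place of its own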
SR-BI HDL uptake = inhibitors of mouse SR-BI mediated HDL lipid uptake. Q61009. ldlA[mSR-BI] CHO cells, DiI-HDL uptake fluorescence, 3 h. inhibition, % at 12.5 µM. 320,000 compounds, 0.96% hits;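 active = mean replicate inhibition of at least 70% and a set share of replicates each scoring 70 or more; inconclusive = meets just one of the two criteria; inactive = fails both criteria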;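 note: 0% = median of neutral control wells and 100% = median of positive control wells; values of inactives mirror those of a sister screen read the other way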
dFosB activator = enhances mouse delta FosB homodimer DNA binding. P13346. purified delta FosB, TAMRA-CDK5 oligo fluorescence polarization; percent of positive-control signal above neutral wells. AID 493131. 340,000 compounds, 0.99% hits. activation, % at 25 µM;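 active = mean activation above about 17%, with every replicate also reaching it, limit read from the data, passing the limit was not always enough; inconclusive = only one of the two conditions met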;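 note: fluorescence polarization rise as delta FosB binds a TAMRA Cdk5 AP-1 oligo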
Target sequence (P13346 whole entry, looked up): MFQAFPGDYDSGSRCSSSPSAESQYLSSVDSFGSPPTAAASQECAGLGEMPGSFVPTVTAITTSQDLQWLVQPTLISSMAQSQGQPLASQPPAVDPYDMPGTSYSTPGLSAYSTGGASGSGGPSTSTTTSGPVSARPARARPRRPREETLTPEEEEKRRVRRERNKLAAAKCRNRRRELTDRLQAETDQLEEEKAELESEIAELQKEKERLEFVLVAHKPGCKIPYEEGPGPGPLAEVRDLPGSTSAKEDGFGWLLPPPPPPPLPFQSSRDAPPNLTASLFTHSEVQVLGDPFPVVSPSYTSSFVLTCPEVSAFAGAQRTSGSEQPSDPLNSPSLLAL
PvdQ acylase = blocks Pseudomonas aeruginosa PvdQ acylase activity; inhibition, % at 10 µM; purified PvdQ acylase, fluorescence plate reader; 340,000 compounds, 0.063% hits; in the data active = inhibition above about 30%, passing the limit was not always enough; inconclusive = no clear call, values can overlap the other calls;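 note: 0% = vehicle neutral wells and 100% = reference inhibitor wells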
CAL PDZ FP-1 = blocks peptide binding to human CAL PDZ domain. Q9HD26. purified CAL PDZ, TMR-peptide fluorescence polarization, 1 h. inhibition, % at 20 µM. 330,000 compounds, 0.02% hits. AID 504414;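 active = highest replicate inhibition of at least 40%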;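 note: plate controls were DMSO neutral control wells for no effect and unlabeled competitor peptide control wells for full effect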
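Assay system – tagged CAL PDZ protein CerCALP, purified · Timing – 1 h at RT · Compound – single point, 20 µM · Measured by – fluorescence polarization from S- and P-plane intensities, G-factor corrected · Evaluation – inhibition from polarization loss · Probe or stimulus – TMR reporter peptide T*-PRC34 · Buffer or medium – pH 7.4 phosphate-saline buffer, reducing agent, detergent, IgG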
Rtt109 Vps75 = blocks Candida albicans Rtt109/Vps75 acetyltransferase activity; Q5AAJ8; purified Rtt109/Vps75, ThioGlo CoA-SH fluorescence, 4 h; inhibition, % at 34.9 µM; 330,000 compounds, 0.16% hits;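 active = inhibition of at least 50% in every replicate; inconclusive = best replicate reaches 50% inhibition but some replicates fall short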
Target sequence (Q5AAJ8 whole entry, looked up): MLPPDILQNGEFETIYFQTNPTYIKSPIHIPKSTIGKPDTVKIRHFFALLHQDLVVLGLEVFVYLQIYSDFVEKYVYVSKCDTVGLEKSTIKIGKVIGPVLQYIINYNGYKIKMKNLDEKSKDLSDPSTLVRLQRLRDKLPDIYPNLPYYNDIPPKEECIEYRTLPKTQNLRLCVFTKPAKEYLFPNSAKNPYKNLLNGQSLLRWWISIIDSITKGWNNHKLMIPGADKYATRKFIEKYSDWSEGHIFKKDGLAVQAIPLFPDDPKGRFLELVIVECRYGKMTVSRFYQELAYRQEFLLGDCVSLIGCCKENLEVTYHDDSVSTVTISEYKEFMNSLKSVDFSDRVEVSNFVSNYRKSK
CAL PDZ FP-2 = inhibitors of human CAL PDZ peptide binding; inhibition, % at 24.9 µM; AID 602252; Q9HD26; purified CAL PDZ, TMR-peptide fluorescence polarization, 1 h; 300,000 compounds, 0.92% hits;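 active = mean inhibition of at least 30% with at least half of replicates also reaching 30%; inconclusive = no clear call, values can overlap the other calls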;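 note: 0% = DMSO neutral control and 100% = excess unlabeled competitor peptide PRC23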
SR-BI DiI-HDL act = activators of SR-BI mediated HDL lipid uptake. AID 504775. CHO ldlA[mSR-BI] cells, DiI-HDL uptake fluorescence, 3 h; 100 = double the neutral-control signal. 320,000 compounds, 0.096% hits. activation, % at 12.5 µM;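 active = mean replicate activation of at least 60% and every replicate at or above 60%; inconclusive = mean or all-replicate condition met, but not both; inactive = mean below 60% and not all replicates reaching 60%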;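 note: 0% = median plate neutral-control signal and 100% = twice that signal; values of inactives mirror those of a sister screen read the other way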
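Material: SR-BI-overexpressing, LDLR-lacking CHO cells; schedule: compound exposure 3 h, 37 °C; reagent: DiI-labelled HDL at 10 µg/mL final; technique: bottom-read fluorescence, 550/595 nm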
NSD2 HMT inh = blocks human histone methyltransferase NSD2. NSD2 peptide methylation, AlphaScreen, 120 min. inhibition, % at 12.5 µM. 310,000 compounds, 0.54% hits; in the data active = inhibition above about 50%
MITF TRPM1 HTS = MITF TRPM1 promoter activation in melanoma cells; SK-MEL-5 TRPM1-promoter luciferase, 24 h; % of positive control, neutral wells = 0; activation, % at 12.5 µM; 300,000 compounds, 0.75% hits; AID 588334;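 active = mean activation of at least 80% with every replicate also reaching 80%; inconclusive = mean reaches 80% but some replicate falls short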;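 note: 0% = neutral control wells and 100% = parthenolide positive control wells; values of inactives mirror those of a sister screen read the other way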
Numbers without * were called inactive; i = inactive; ? = inconclusive; · = no result given.

Every second line gives: MITF TRPM1 HTS	PvdQ acylase	SR-BI HDL uptake	SR-BI DiI-HDL act	Rtt109 Vps75	CAL PDZ FP-1	PfHsp90 yeast 2	NSD2 HMT inh	dFosB activator	CAL PDZ FP-2
Cc1ccsc1C(=O)NC1CCCN(Cc2ccc(Cl)cc2)C1 (stereo unspecified)
  6	-9	14	-14	-9	-3.4	-1	-5	-3	-4
O=C(N/C(=C\c1ccco1)C(=O)N1CCOCC1)c1ccco1
  -6	7	2	-2	2	-2.3	2	3	1	0
CCCCn1c(CCC(=O)O)nc2cc(S(=O)(=O)N(C)C)ccc21
  1	-12	-15	15	-12	5.4	16	-2	6	-7
O=C(Cc1ccc(S(=O)(=O)N2CCOCC2)s1)N1CCN(c2cccc(C(F)(F)F)c2)CC1
  -14	-15	25	-25	-3	0.2	19	0	-18	0
Cc1ccccc1NC(=O)CSc1cn[nH]n1
  16	-18	·	·	-4	-0.3	12	-2	-2	·
Cc1ccccc1N(C(=O)Cn1nnc(-c2cccs2)n1)C(C(=O)NCCC(C)C)c1ccco1 (stereo unspecified)
  6	-6	37	-37	13	·	-7	-1	4	-4
C=CCn1cccc(C(=O)Nc2ccc(SC)cc2)c1=O
  76	-2	24	-24	6	-0.7	-5	0	0	3
COc1ccc2c(c1)-c1c(ssc1=S)C(C)(C)N2
  1	6	2	-2	0	0.7	3	·	-2	-3
CC1=Nc2ccc(C)cc2/C1=C/c1c(N)n2c(S(=O)(=O)C(C)C)nsc2nc1=O
  -1	-5	33	-33	7	-3.6	-21	9	-3	-2
CC1CCCCN1Cc1nc2c(c(=O)n(C)c(=O)n2C)n1CCc1ccccc1 (stereo unspecified)
  3	4	-14	14	-8	0.3	15	·	-6	3
Cc1ccc(Sc2ccc(CO)cc2[N+](=O)[O-])cc1
  20	-10	-14	14	·	-0.8	-4	·	-4	-3
C/C(=N\NC(=O)C(=O)Nc1ccc(C)cc1)c1ccncc1
  -3	21	3	-3	41	-2.2	15	31	-8	-1
O=C(Nc1cccc(F)c1)C1CCCCC1
  17	-9	-4	4	2	-0.3	24	·	-2	-4
Cc1cc(C(=O)OCC(=O)Nc2cccc(S(=O)(=O)N(C)C)c2)c(C)o1
  -6	-3	·	·	5	0.8	-30	·	-13	-7
O=C1NC[C@H](Cc2ccccc2)N(CC2CCN(CCCC3CCCC3)CC2)C1=O
  14	-3	-12	12	2	0.7	15	·	0	-3
O=C(NCCS(=O)(=O)N1CCN(c2ccccc2F)CC1)c1ccc(Cl)cc1
  -3	4	-17	17	-8	0.9	·	-1	-4	-1
CN(NS(=O)(=O)c1ccc(Br)cc1)c1nc(C(F)(F)F)nc2ccccc12
  -10	-7	-14	14	·	-2.1	-2	-2	-7	-1
CCOc1ccc(OCC)c(NC(=O)c2ccc(CNc3c(N4CCOCC4)c(=O)c3=O)cc2)c1
  -4	-30	26	-26	0	-3.5	·	1	1	-5
Cc1cc(C)n(-c2nc3ccccc3c(=O)n2OCC(N)=O)n1
  -6	-18	-13	13	-3	0.6	6	1	3	-5
O=C(c1ccco1)N1CCN(S(=O)(=O)c2ccc(Cl)s2)CC1
  6	-6	-27	27	4	0.2	11	1	-7	-1
O=S(=O)(c1cccnc1)N1CCn2cccc2C1c1ccccc1F (stereo unspecified)
  -5	-4	-21	21	3	-2.6	·	-1	-2	-2
Cn1c(SCC(=O)N/N=C/c2ccc([N+](=O)[O-])s2)nnc1-c1ccccc1
  -70	-2	20	-20	7	-0.4	?	7	1	-3
CC(NC(=O)CN1C(=O)NC2(CCCCCC2)C1=O)c1ccccc1 (stereo unspecified)
  -8	-8	-15	15	-1	0.6	·	1	-3	3
Nc1nnnn1/N=C/c1ccccc1
  11	10	-21	21	23	-1.4	-16	-6	0	-6
O=C(CSc1nnc(COc2ccccc2)o1)NCCc1ccccc1
  1	0	-10	10	-6	-2.3	-17	-4	-3	-4
O=C(c1ccccc1)N1CCSc2sccc2C1=O
  -51	-4	-38	38	-5	-3.3	-3	0	-1	-4
CC(=O)N1CCN(c2ccccc2NC(=O)COc2ccc(Br)cc2)CC1
  1	-10	51	-51	2	-2.5	-7	-8	-2	·
COc1cc(C(=O)NCCN2CCOCC2)cc(OC)c1OC
  6	2	5	-5	3	0.3	14	-3	3	-3
O=C(Nc1ccc(-c2n[nH]c(=S)o2)cc1)c1ccccc1
  12	-5	6	-6	13	-0.8	3	-1	3	-1
CCOCCCNc1nc(=S)[nH]c2cc(OC)c(OC)cc12
  -13	-16	2	-2	8	-2.9	11	0	-5	-2
CCC(C)(NC(=O)Cc1c[nH]c2ccccc12)C(=O)NC1CCCCC1 (stereo unspecified)
  -12	-6	-12	12	-1	-0.5	-3	1	0	-6
CC(=O)Nc1c(C(=O)O)[nH]c2ccccc12
  -17	-12	-13	13	-13	-0.3	-21	2	2	-2
CSc1ccc(CN2CCN(CCC(C)C)C(CCO)C2)cc1 (stereo unspecified)
  -5	-21	-33	33	0	-3.4	-69	·	-14	-7
COC(=O)c1cc2c(=O)c3ccccc3oc2nc1/C=C/N(C)C
  ·	-12	5	-5	-4	1.6	-32	-5	-28	-7
CCCn1c2c(c(O)c(C(=O)Nc3nccs3)c1=O)CCCC2
  -14	-5	-8	8	3	0.3	-2	-3	-1	-1
O=C(Nc1ccc2c(c1)OCCO2)N1CCOCC1
  -6	4	-9	9	16	-1.4	13	-3	3	3
CCOc1cc2[nH]c(=O)n(CCCN3CCCC3=O)c(=O)c2cc1OCC
  ·	-15	19	-19	8	·	·	0	-1	-2
CCCn1c(SCC(=O)NCCc2ccccc2)nnc1-c1cccnc1
  1	-8	·	·	-11	-3.5	10	5	-13	-3
Nc1nc(-c2ccc(Cl)cc2)nc(-c2ccc(Cl)cc2)n1
  -15	-4	-1	1	0	-1.6	-4	5	15	8
ClC1(Cl)CC1CSc1nnc(-c2ccncc2)o1 (stereo unspecified)
  ·	-12	-7	7	2	0.1	-28	-3	-6	-4
Cn1nccc1C(=O)Oc1ccc(/C=N/NC(=O)c2ccccc2O)cc1
  6	-6	20	-20	1	0.1	0	0	-1	1
CC(C)Oc1ccc(/C(O)=C2/C(=O)C(=O)N(CCN(C)C)C2c2cccs2)cc1 (stereo unspecified)
  0	-12	-18	18	-19	0.0	-11	-1	0	-2
CCCC(=O)NC(=S)Nc1ccccc1C(F)(F)F
  1	-9	-1	1	2	-1.5	-1	1	-2	-6
CC1=C(C(=O)Nc2ccccc2)C(c2coc3ccccc3c2=O)C2=C(CCCC2=O)N1 (stereo unspecified)
  -18	?	-38	38	1	-1.6	4	1	2	-2
C/C(N)=C(/C#N)C(=O)CSc1nnnn1-c1ccc(C)cc1
  20	-8	-6	6	-8	-0.6	·	2	-2	4
CC(C)(C)OC(=O)NCCCCCNC(=O)c1[nH]cnc1C(=O)Nc1ccccc1
  -2	-9	6	-6	2	-1.5	-16	·	-16	-5
Cc1[nH]c2ccccc2c1C(=O)COC(=O)c1c(-c2ccccc2)noc1C
  -6	-3	40	-40	-10	-1.1	7	0	1	-3
CCOC(=O)Cn1nnnc1CN(Cc1ccc(OC)cc1)Cc1cc2cc(C)cc(C)c2[nH]c1=O
  5	2	8	-8	2	-0.7	20	0	-2	-4
CCC(=O)N(Cc1cc2cc(OC)ccc2[nH]c1=O)c1cccc(C)c1
  ·	-9	-1	1	2	·	·	4	-6	-3
CCOC(=O)c1c(-c2ccccc2)oc2ccc(O)c(CN3CCOCC3)c12
  -13	7	40	-40	0	-1.2	-3	-3	-4	-1

The list continues.
Every second line gives: MITF TRPM1 HTS	PvdQ acylase	SR-BI HDL uptake	SR-BI DiI-HDL act	Rtt109 Vps75	CAL PDZ FP-1	PfHsp90 yeast 2	NSD2 HMT inh	dFosB activator	CAL PDZ FP-2
CC(NC(=O)COC(=O)CN1C(=O)c2ccccc2C1=O)c1ccccc1 (stereo unspecified)
  6	-10	-4	4	18	-0.2	-3	1	8	-6
COc1ccc(N(C(=O)c2ccco2)S(=O)(=O)c2ccccc2)cc1
  -6	-14	2	-2	-3	-2.6	2	0	-9	-4
O=C(O)Cn1cc(/C=C2\SC(=O)N(c3ccccc3)C2=O)c2ccccc21
  -3	-5	1	-1	-1	-0.2	19	-2	6	4
Cc1ccc(/C=C/c2nc3ccccc3s2)s1
  -40	-11	101*	-101	1	-2.7	-14	-3	2	-2
COc1ccc(-c2cnnn2-c2ccc(NC(=O)/C=C/c3ccc(OC)c(OC)c3)cc2)cc1
  11	-2	61	-61	-4	-4.0	4	2	2	-3
CC(C)NC(=S)NN(c1ccccc1)c1ccccc1
  ·	-1	8	-8	3	-0.5	-6	1	-7	1
CCS(=O)(=O)Nc1cc(-c2nc3cccnc3s2)ccc1C
  46	-16	19	-19	-9	-1.0	-112	·	-35	·
COc1cccc(NC(=O)Nc2cccnc2)c1
  22	-22	-11	11	7	-3.4	13	-1	3	-1
CCCCN(CC)C(=O)CSc1nc2n[nH]c(C)c2c(=N)n1-c1cccc(C)c1
  -1	4	18	-18	·	-5.0	-6	-1	-15	0
Cc1cccc(C)c1NC(=O)CSCc1cccc(CSCC(=O)Nc2c(C)cccc2C)n1
  -3	0	9	-9	-7	0.3	10	0	-6	-2
CCOC(=O)N1CCN(c2nc(-c3cccs3)nc3ccccc23)CC1
  4	-8	31	-31	14	-4.4	-1	-8	-22	-4
COc1ccc(C(=O)N=c2sccn2C)cc1
  59	-5	-24	24	0	0.6	11	-1	-4	0
COc1ccc(OC(=O)NCCc2ccccc2)cc1
  ·	2	-19	19	3	-0.1	2	·	-1	·
CCc1c(C)c2cc(Cl)c(O)c(CN3CCCCC3)c2oc1=O
  -2	-25	-19	19	i	0.0	24	-3	-3	0
COc1ccccc1-n1cc(CN2CCN(CC(C)C)C(CCO)C2)cn1 (stereo unspecified)
  0	-2	9	-9	-9	-1.0	·	-3	-3	9
[O-][N+]1=C2CCC/C(=N\O)C2=NC12CCCCC2
  -13	-8	-18	18	34	-1.2	1	-3	2	-2
CCC(CC(C)(C)O)C(=O)NNC(=S)Nc1ccccc1 (stereo unspecified)
  10	4	-11	11	-1	-2.3	-1	-3	1	-3

High-throughput results deposited in PubChem BioAssay by Broad Institute.

Hits appear at their usual frequency. About 4.3% of those tested had a hit in this group.
